PKA-R1A activ = PKA-R1A complex activation; P00514+P68181; PKA-R1A dissociation, Cy5-IP20 fluorescence polarization; scaled: DMSO 0%, 113 µM cGMP 100%; activation, % at 11.4 µM; 340,000 compounds, 0.083% hits; AID 504707;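 active means percent activation above the mean of all tested compounds plus 3 SD, cut at about 19% in these data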;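 further: higher means more PKAc released from R1A so a rise in polarization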
OPRM1-OPRD1 ag = agonists of human mu-delta opioid receptor heterodimerization; AID 504326; 340,000 compounds, 0.3% hits; P35372+P41143; activation, % at 9.3 µM; cells, OPRM1-OPRD1 heterodimerization, luminescence; in the data active means activation above about 18%;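 further: 0% = vehicle-treated cells and 100% = reference agonist; values of inactives mirror those of a sister screen read the other way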
Target sequence (P35372 whole entry, looked up): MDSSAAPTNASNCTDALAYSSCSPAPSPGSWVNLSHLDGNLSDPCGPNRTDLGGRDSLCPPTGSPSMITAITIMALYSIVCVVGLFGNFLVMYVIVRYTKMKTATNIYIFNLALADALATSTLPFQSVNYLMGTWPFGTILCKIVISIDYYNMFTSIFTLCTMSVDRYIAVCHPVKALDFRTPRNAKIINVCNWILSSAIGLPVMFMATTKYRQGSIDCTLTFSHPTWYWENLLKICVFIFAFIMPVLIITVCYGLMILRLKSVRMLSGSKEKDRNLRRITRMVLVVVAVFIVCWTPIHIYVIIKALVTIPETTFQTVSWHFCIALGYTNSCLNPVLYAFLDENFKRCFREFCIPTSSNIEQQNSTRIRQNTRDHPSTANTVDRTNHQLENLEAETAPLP
Target sequence (P41143 whole entry, looked up): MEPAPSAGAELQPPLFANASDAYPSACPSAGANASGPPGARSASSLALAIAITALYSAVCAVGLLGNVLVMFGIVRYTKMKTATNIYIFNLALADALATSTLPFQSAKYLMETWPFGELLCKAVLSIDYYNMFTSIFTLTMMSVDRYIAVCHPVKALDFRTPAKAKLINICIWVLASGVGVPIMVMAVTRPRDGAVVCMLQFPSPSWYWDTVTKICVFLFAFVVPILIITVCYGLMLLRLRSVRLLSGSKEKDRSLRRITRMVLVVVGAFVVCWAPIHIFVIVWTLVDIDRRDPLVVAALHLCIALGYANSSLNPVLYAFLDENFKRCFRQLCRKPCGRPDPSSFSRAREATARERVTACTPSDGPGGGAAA
PfHsp90 set2 = reduces growth (ATP signal) of yeast expressing P. falciparum Hsp90; S. cerevisiae expressing PfHsp90, BacTiter-Glo ATP, 48 h; yeast lacking PDR1 and PDR3 efflux regulators; inhibition, % at 9.4 µM; 310,000 compounds, 0.32% hits;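 active means every replicate shows inhibition above about 80%, whatever the replicate mean, limit read from the data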;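 further: 0% = DMSO neutral controls and 100% = 20 µM radicicol positive controls; yeast relying on Plasmodium falciparum Hsp90 in place of its own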
phage Ecoli inh = E. coli growth loss with phage present; growth absorbance; inhibition, % at 11.9 µM; 360,000 compounds, 0.26% hits; AID 651602; in the data active means inhibition above about 11%
SUMO Mot1 rescue = inhibitors of SUMOylation pathway: yeast Mot1-301 growth rescue. S. cerevisiae Mot1-301 growth rescue, ATP luminescence, 38.5C; percent above DMSO median, 100 means doubled. growth rescue, % at 18.8 µM. 320,000 compounds, 1% hits;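 active means every valid replicate shows activation above 250% relative to neutral control wells; inactive means the rest, any valid replicate at or below 250%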;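 further: OY570 slx delta 5 strain wells were the positive control but not used for scaling; some compounds called inactive have numbers as strong as hits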
MOR-DOR inv ag = mu-delta opioid heterodimer inverse agonism; P35372+P41143; cell-based MOR-DOR heterodimer luminescence; inhibition, % at 9.3 µM; 340,000 compounds, 0.21% hits; AID 504357; in the data active means inhibition above about 22%, passing the limit was not always enough;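 further: 0% = cells with DMSO and 100% = wells without cells with DMSO; values of inactives mirror those of a sister screen read the other way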
E coli growth = counter-screen for AddAB inhibitors: E. coli growth inhibition | E. coli V3065 growth, OD600 absorbance, 18 h | inhibition, % at 11.9 µM | 330,000 compounds, 0.27% hits | AID 449728;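 active means inhibition above the campaign's mean inhibition across all tested compounds plus 3 SD, cut at about 9.9% in these data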;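 further: uninfected addAB+ strain grown without phage in ampicillin broth; 0% = DMSO wells and 100% = ciprofloxacin 0.95 µg/ml wells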
HTR5A inv ctr = HTR5A inverse agonism, opioid heterodimer counter-screen; inhibition, % at 9.3 µM; HTR5A cell line, luminescence; P47898; 340,000 compounds, 0.083% hits; in the data active means inhibition mostly above about 23%, no sharp cut-off; inactive means mostly below about 18%;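 further: 0% = cells with DMSO and 100% = no-cell wells with DMSO; some compounds called inactive have numbers as strong as hits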
AddAB inh = less growth of phage-infected E. coli with AddAB; E. coli expressing H. pylori AddAB, absorbance growth; inhibition, % at 11.9 µM; 330,000 compounds, 0.29% hits; AID 435030; in the data active means inhibition above about 12%;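 further: 0% = vehicle wells of infected cells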
PKA-R2B act = activators of human PKA-R2B complex; P22694+P31323; PKA-R2B holoenzyme dissociation, Cy5-IP20 fluorescence polarization; R2B truncated from residue 108, S112A mutant; 0% DMSO only, 100% 113 µM cGMP; activation, % at 11.4 µM; 340,000 compounds, 0.079% hits; AID 504700;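 active means activation above a cutoff set at the mean over all compounds plus 3 SD, cut at about 18% in these data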;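 further: higher means more holoenzyme dissociation and a rise in polarization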
Tat transport = inhibitors of E. coli Tat protein transport. E. coli MC4100 TorA-mCherry Tat export, fluorescence. inhibition, % at 10 µM. 340,000 compounds, 0.036% hits. AID 488895;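 active means mean replicate inhibition at least 50% and at least half of replicates individually reaching 50%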;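 further: exported cargo escapes ClpAP degradation while cytoplasmic cargo is degraded and loses fluorescence; 0% = median of neutral control wells and 100% = median of NaSCN control wells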
Starred values were filed as active, the others as inactive; . = no result given; + = active, no number.

SMILES	PKA-R1A activ	OPRM1-OPRD1 ag	PfHsp90 set2	phage Ecoli inh	SUMO Mot1 rescue	MOR-DOR inv ag	E coli growth	HTR5A inv ctr	AddAB inh	PKA-R2B act	Tat transport
COc1ccc(-c2cc(C(=O)OCC(=O)c3c(N)n(C)c(=O)n(C)c3=O)c3ccccc3n2)cc1	0	-0.4	.	2.4	.	2	-0.8	5	0.6	3	4
O=C(CN1CCN(C2CCCCC2)CC1)Nc1ccccc1-c1ccccc1	4	-1.5	5	-3.1	14	8	-0.9	-5	-3.2	4	8
CC(=O)c1ccc(NC(=O)CCn2c(=O)oc3ccccc32)cc1	7	-2.7	6	2.3	-6	16	-1.1	-34	2.5	0	-19
CCCc1cc(=O)[nH]c(SCC(=O)NCCCC(=O)OCC)n1	-6	0.0	-13	-0.2	-15	0	-0.2	-25	-0.8	-13	-6
COc1ccccc1N1CCN(C(=O)CNS(=O)(=O)c2ccc(Br)s2)CC1	2	0.9	0	4.2	9	-5	-0.9	-27	3.6	-3	-2
COc1ccc2nc(SCC(=O)C(C)(C)C)[nH]c2c1	6	-3.6	17	0.5	10	18	-2.9	11	-3.1	-1	9
CCN1CCN(c2ccc([N+](=O)[O-])c(Sc3nc4ccccc4[nH]3)c2)CC1	6	76*	16	4.8	3	-457	-0.7	10	-2.7	10	3
CN(Cc1ccccc1)c1ncnc2c1cnn2-c1ccccc1	-11	3.8	3	.	7	-22	-1.0	4	-1.9	6	6
O=C(CCN1N=C(c2ccccc2)CCC1=O)NCC1CCCO1 (stereo not given)	0	-3.8	11	3.1	0	19	-1.8	-6	1.7	-14	8
Cc1ccnc(SCC(=O)Nc2c(C)n(C)n(-c3ccccc3)c2=O)n1	-3	-1.1	12	-0.3	-19	6	1.2	2	2.3	1	-5
O=C(NNc1ccccc1)c1ccc(Cl)c(Cl)c1	-2	-9.2	1	4.6	.	40*	.	8	.	0	-5
Cc1ccc(S(=O)(=O)NCCC(=O)N2CCN(c3ccccc3)CC2)cc1C	-18	0.7	.	3.0	.	-4	-0.1	-8	0.8	-16	-3
CCOC(=O)c1[nH]c2ccc(OC)cc2c1NC(=O)c1cccc(OC)c1	-2	-1.0	15	-0.6	30	6	-1.8	7	-2.0	-15	-15
NNC(=O)COc1ccc(C(F)(F)F)cc1	-11	0.5	.	8.6	-4	-3	-4.0	-8	1.3	4	11
COc1cccc(NC(=O)COC(=O)CCC2CCCC2)c1	-2	-0.4	11	-0.4	2	2	0.9	12	0.6	12	-5
Clc1ccc(OCCSc2nnnn2C2CCCCC2)cc1	-3	1.7	3	1.2	-11	-10	2.6	1	5.7	-2	0
CC(=O)C1=C(O)C(=O)N(CC#N)C1c1cccs1 (stereo not given)	0	-0.9	16	1.2	-19	5	-1.3	-6	1.6	-2	7
Cn1c(SCC(=O)c2ccccc2)nnc1-c1cccnc1	-11	-2.3	.	2.8	-6	12	-2.0	20	2.3	-5	2
C=CCn1c(SCC(=O)NC2CC2)nnc1-c1ccccn1	6	-2.4	-4	0.9	2	13	2.4	10	0.8	8	-8
Cn1c(=O)c2c(ncn2CC(=O)N2CCCCCC2)n(C)c1=O	2	.	20	-2.0	+	.	-1.5	.	1.6	-5	-3
CC(=NCc1ccco1)C1=C(O)c2ccccc2C1=O	0	2.2	2	2.0	4	-14	6.5	-27	4.0	-7	-9
O=c1[nH]c2ccccc2cc1CN(c1ccccc1)S(=O)(=O)c1ccccc1	-6	-0.1	12	3.0	-12	1	-0.5	-3	2.1	-15	-6
CSc1ncnc2[nH]ccc12	-8	-2.8	-11	2.7	.	14	.	0	.	-3	0
CCCCN(C(=O)c1cccc(S(=O)(=O)N2CCN(C)CC2)c1)c1c(N)n(CCC)c(=O)[nH]c1=O	-7	-3.4	25	4.3	7	17	2.1	2	3.1	-3	-8
CCOc1ccc(CNC(=O)CCS(=O)(=O)Cc2ccc(C)cc2)cc1OC	6	0.3	-3	0.1	-4	-1	-0.2	-12	4.5	5	12
CNc1cccccc1=S	-12	0.6	-20	1.3	53	-3	1.1	-4	-1.0	2	-2
Cc1cc(C)c(C(=O)CSc2nnc(-c3cccnc3)n2C)c(C)c1	-6	0.6	8	.	-12	-3	-1.8	4	1.9	-1	-8
COc1cccc(/C=C/C(=O)OCC(=O)NCCc2ccccc2)c1	8	-2.3	.	1.2	.	11	-1.4	2	1.3	-13	8
COc1ccc(S(=O)(=O)NCCc2c[nH]c3ccc(C)cc23)cc1	6	1.1	16	-0.5	-20	-5	.	-3	.	1	1
C/C(=N\NC(=O)Cc1ccc(F)cc1)c1ccc(O)cc1	-4	-4.3	1	0.7	23	21	0.9	12	4.5	-1	7
CCN(CC)S(=O)(=O)c1cc(NC(=O)COC(=O)CCc2nc3ccccc3s2)ccc1C	-2	1.5	9	2.1	363*	-8	-0.2	5	0.0	4	-2
O=[N+]([O-])c1ccc(OCCCCCN2CCOCC2)cc1	5	-2.4	6	-0.7	322	12	4.1	-17	6.2	-4	0
O=c1c(Cc2ccccc2)c(O)ccn1Cc1ccco1	-5	-2.1	-14	4.5	7	11	-0.6	-15	-1.2	-14	6
O=C(CCc1nc2ccccc2s1)Nc1cccnc1	0	-2.2	-20	1.1	.	10	-0.1	7	-1.2	-6	-6
CCN1C(=O)CC(N2CCC(C(=O)OC)CC2)C1=O (stereo not given)	-4	-4.4	-12	3.2	1	19	-1.2	7	5.0	4	-2
O=C(CN1CCOc2ccccc21)NCc1ccc(Cl)cc1	-5	-0.5	11	4.1	-13	3	1.0	0	1.9	11	-4
Cc1cc(C)cc(C(=O)NCC(=O)OCC(=O)N(C)c2ccccc2)c1	-5	0.0	.	1.1	.	0	2.5	9	0.4	-9	1
c1csc(-c2cnc3ccccc3n2)c1	-11	-0.3	16	2.9	-8	1	-0.7	-6	-0.8	-1	-6
Cc1cccc(N2CCN(C(=S)c3ccc([N+](=O)[O-])cc3)CC2)c1	-3	0.1	6	4.3	-13	-1	-2.8	-12	1.9	-3	-5
CNC(=O)CSc1nc2ccccc2c(=O)n1C1CCCCC1	-8	-3.5	-8	1.8	-10	17	1.7	-7	2.4	0	-12

One compound at a time, from the list above. Order of values: PKA-R1A activ, OPRM1-OPRD1 ag, PfHsp90 set2, phage Ecoli inh, SUMO Mot1 rescue, MOR-DOR inv ag, E coli growth, HTR5A inv ctr, AddAB inh, PKA-R2B act, Tat transport
CNC(=O)CSc1nc2ccccc2c(=O)n1C1CCCCC1 is listed with -8, -3.5, -8, 1.8, -10, 17, 1.7, -7, 2.4, 0, -12
Cc1cccc(N2CCN(C(=S)c3ccc([N+](=O)[O-])cc3)CC2)c1 is listed with -3, 0.1, 6, 4.3, -13, -1, -2.8, -12, 1.9, -3, -5
CC(=NCc1ccco1)C1=C(O)c2ccccc2C1=O is listed with 0, 2.2, 2, 2.0, 4, -14, 6.5, -27, 4.0, -7, -9
O=C(CN1CCOc2ccccc21)NCc1ccc(Cl)cc1 is listed with -5, -0.5, 11, 4.1, -13, 3, 1.0, 0, 1.9, 11, -4
CCN1C(=O)CC(N2CCC(C(=O)OC)CC2)C1=O (stereo not given) is listed with -4, -4.4, -12, 3.2, 1, 19, -1.2, 7, 5.0, 4, -2

Two of the compounds above, as labelled records:
canonical_smiles: COc1ccc(S(=O)(=O)NCCc2c[nH]c3ccc(C)cc23)cc1
  PKA-R1A activ: 6	OPRM1-OPRD1 ag: 1.1	PfHsp90 set2: 16	phage Ecoli inh: -0.5	SUMO Mot1 rescue: -20	MOR-DOR inv ag: -5	E coli growth: .	HTR5A inv ctr: -3	AddAB inh: .	PKA-R2B act: 1	Tat transport: 1

canonical_smiles: C/C(=N\NC(=O)Cc1ccc(F)cc1)c1ccc(O)cc1
  PKA-R1A activ: -4	OPRM1-OPRD1 ag: -4.3	PfHsp90 set2: 1	phage Ecoli inh: 0.7	SUMO Mot1 rescue: 23	MOR-DOR inv ag: 21	E coli growth: 0.9	HTR5A inv ctr: 12	AddAB inh: 4.5	PKA-R2B act: -1	Tat transport: 7

(further entries)
SMILES	PKA-R1A activ	OPRM1-OPRD1 ag	PfHsp90 set2	phage Ecoli inh	SUMO Mot1 rescue	MOR-DOR inv ag	E coli growth	HTR5A inv ctr	AddAB inh	PKA-R2B act	Tat transport
Cc1noc(C)c1S(=O)(=O)N(CC(=O)NC1CCCC1)c1ccc(C(C)C)cc1	-7	-2.8	0	-2.2	-6	14	2.7	4	1.7	-1	-8
C#CCNC(=O)C1=C[C@@H](c2ccccc2)[C@H](CCCO)[C@@H](OCC)O1	-3	-2.3	-4	1.9	1	12	0.3	13	3.6	-5	-10
COCCNC(=S)NNC(=O)c1cc(C2CC2)nc2ccccc12	-8	-2.8	23	0.1	-8	19	.	-11	.	6	5
CC1(C)NC(=O)N(CCOCCOc2cccc(Oc3ccccc3)c2)C1=O	-6	-0.2	.	-0.2	11	1	-0.8	23	1.8	-9	7
COc1ccc(OCCOCCN2CCOCC2)cc1	0	1.0	3	0.5	3	-6	0.0	-21	1.1	8	9
Nc1nonc1C(=O)NCCN=Cc1ccccc1O	2	-0.3	-2	4.0	3	1	-1.0	8	-0.5	-5	-2
COc1ccnc2c1c(=O)n(Cc1cccc(F)c1)c(=O)n2C	-13	-5.2	1	-1.4	95	26	0.0	-14	1.3	-8	2
c1cncc(-c2nnc3n2C2(CCCCC2)Cc2ccccc2-3)c1	4	-2.5	26	-0.1	-5	14	-3.2	-24	2.1	-11	2
Nc1nc(-c2ccccc2)c(CCCOc2ccc(NC(=O)CBr)cc2)c(=O)[nH]1	10	-0.8	3	-1.2	.	4	.	18	.	-1	6
CN(CC(=O)Nc1ccc(Cl)c(C(F)(F)F)c1)C(=O)C1(c2ccccc2)CC1	-5	4.3	.	0.2	9	-22	-0.8	15	-1.3	-17	2
COc1ccc(C(C)=O)cc1COC(=O)C1CC(=O)N(Cc2ccccc2)C1 (stereo not given)	-14	-1.5	16	1.8	1	8	-1.4	2	-0.3	-2	1
N#C/C(=C\c1ccc(-c2ccc(C(=O)O)cc2)o1)c1nc2ccccc2[nH]1	0	-1.0	16	1.2	.	6	.	-1	.	4	0
CC(=O)c1c(C)[nH]c(C(=O)NCC2CCCCC2)c1C	3	1.2	-2	2.5	71	-7	-2.3	-12	3.8	11	-10
Clc1ccc2[nH]c3c(c2c1)CCc1cn[nH]c1-3	-5	4.1	110*	2.1	80	-24	-0.9	-7	1.3	-4	3
CC1=CC=CC2=NC(=O)CC(C)(C(=O)N(CC(=O)NC3CCCC3)c3ccc(F)cc3)N12 (stereo not given)	3	0.3	20	1.1	144	-2	-1.1	-31	0.8	5	-7
Cc1nnc(NC(=O)CSc2nc3[nH]ncc3c(=O)[nH]2)s1	4	-1.9	2	6.3	-11	13	-2.8	14	-0.2	-7	7
CCOC(=O)C1=C(C)N=c2s/c(=C\c3ccncc3)c(=O)n2C1c1ccc2c(c1)OCO2 (stereo not given)	-3	1.5	.	1.2	-9	-8	-2.0	19	0.8	-11	-10
